ELG1 genotox = qHTS screen for small molecules that induce genotoxicity in human embryonic kidney (HEK293T) cells expressing luciferase-tagged ELG1. HEK293T ELG1-luciferase reporter, luminescence, 16 h. Potency, µM (top dose mostly 46 µM), inactives show at the highest dose activity change, positive = activation, actives largely listed as activators. 330,000 compounds, 1.3% hits; further: % of control where 0% means no effect; nearly all actives have a fitted effect of over 60% in size
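Quantitative HTS format in 1536-well plates. HEK293T ELG1-luciferase reporter cells receive test compound and are incubated 16 hr at 37 °C, 5% CO2; ONE-Glo added, 30 min room temperature, then luminescence read.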
FLuc modulator = qHTS profiling assay for firefly luciferase inhibitor/activator using purifed enzyme and Km concentrations of substrates (counterscreen for miR-21 project) | Luciferin 4-monooxygenase (Photinus pyralis), P08659 | purified FLuc, Km substrates, luminescence inhibition | Potency, µM (doses to about 57.5 µM), inactives show at the top dose activity change, negative = inhibition, hits mostly inhibitors | 360,000 compounds, 6.9% hits;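 further: plate controls were vehicle for no effect and reference inhibitor for full effect; nearly all actives have a fitted effect of over 55% in size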
Target sequence (P08659 whole entry, looked up): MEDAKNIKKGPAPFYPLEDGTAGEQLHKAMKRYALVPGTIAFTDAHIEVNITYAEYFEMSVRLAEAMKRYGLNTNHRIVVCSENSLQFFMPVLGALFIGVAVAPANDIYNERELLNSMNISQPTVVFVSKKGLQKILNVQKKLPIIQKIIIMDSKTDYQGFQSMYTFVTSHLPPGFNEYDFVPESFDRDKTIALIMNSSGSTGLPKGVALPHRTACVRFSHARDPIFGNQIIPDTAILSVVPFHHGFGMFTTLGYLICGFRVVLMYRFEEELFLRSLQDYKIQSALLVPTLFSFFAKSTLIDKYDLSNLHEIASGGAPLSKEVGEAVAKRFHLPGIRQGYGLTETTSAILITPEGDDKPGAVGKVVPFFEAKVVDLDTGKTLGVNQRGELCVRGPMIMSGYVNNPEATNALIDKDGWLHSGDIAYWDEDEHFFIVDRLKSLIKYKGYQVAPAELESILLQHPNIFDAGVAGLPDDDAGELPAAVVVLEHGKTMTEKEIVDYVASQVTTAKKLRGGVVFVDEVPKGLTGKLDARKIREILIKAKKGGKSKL
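Purified P. pyralis luciferase, 10 nM final, with Km-level 10 uM D-luciferin and 10 uM ATP in 50 mM Tris acetate pH 7.5, 10 mM Mg acetate, 0.01% Tween-20, 0.05% BSA; 6-point qHTS titration about 60 µM downward; luminescence read.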
Rab9 prom act = qHTS Assay for Rab9 Promoter Activators; 320,000 compounds, 2.8% hits; Potency, µM (series often up to 9.22 µM), without a hit: at the top dose activation, negative = inhibition, hits mostly activators; Huh7 Rab9 promoter-luciferase reporter, luminescence, 24 h; further: % of control where 0% means no effect; nearly all actives have a fitted effect of over 60% in size
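Huh7 cells stably carrying a Rab9 promoter-luciferase reporter, 1500 cells per well in OP-MEM I with 10% FBS, treated with compound 24 hours at 37C. Luciferase activity read by luminescence after 10 minutes with Amplite reagent.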
Gal4-VP16 FLuc = VP16 counterscreen qHTS for inhibitors of ROR gamma transcriptional activity; 310,000 compounds, 3.5% hits; Potency, µM (series often up to 53.6 µM), inactives show at the top dose activity, negative = inhibition, actives largely listed as inhibitors; Drosophila S2 Gal4-VP16 UAS-luciferase, luminescence, 20 h; AID 2546, 2010;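 further: Gal4-VP16 expression switched on by copper sulfate through the metallothionein promoter; on the % scale 0 is the no-effect control and ±100 the full control effect; nearly all actives have a fitted effect of over 50% in size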
MBNL1-CUG inh = qHTS Assay for Inhibitors of MBNL1-poly(CUG) RNA binding; Muscleblind-like protein 1 (Homo sapiens), Q9NR56; TR-FRET MBNL1-His/biotin-(CUG)12 binding, 665/545 ratio; 280,000 compounds, 0.036% hits; Potency, µM (doses to about 57.5 µM), without a hit: at the highest dose activity change, negative = inhibition, most hits filed as inhibitors; active means well fitted inhibition curve with a large enough effect in the signal ratio, with a control signal flat, not every such curve was filed as active; inconclusive means small, poorly fitted or top-dose-only effect, or effect the other way, or a change in a side signal; inactive means no such curve, though single readings can be large or run the other way; the % refers to the signal ratio; further: on the % scale 0 is the no-effect control and ±100 the full control effect
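His-tagged MBNL1 binding to biotinylated (CUG)12 RNA was measured by TR-FRET using terbium anti-His antibody (0.055 ng/ul final) and streptavidin-XL665 (5 nM final). Compounds were titrated 92 nM to 58 uM; 60 min at room temperature.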
BRCA1 expr act = qHTS Assay to Identify Small Molecule Activators of BRCA1 Expression; MCF7-BRCA1-FFLuc reporter, luminescence, 48 h; response scale: scaled: vehicle 0%, 10 µM genistein 100%; Potency, µM (doses to about 46.1 µM), for inactives: top-dose activation, most hits filed as activators; 380,000 compounds, 1.1% hits; further: nearly all actives have a fitted effect of over 80% in size; some results filed as inactive show a strong effect at the top dose
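Using MCF7 cells harboring a BRCA1 firefly luciferase reporter, plated 2 h before compound pinning, the screen measured luminescence after 48 h incubation. Responses were normalized to DMSO and 10 microM genistein, then fitted for concentration-effect.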
NPC1 promoter act = qHTS Assay for NPC1 Promoter Activators; Huh7 NPC1 promoter luciferase reporter, 24 h; Potency, µM (highest dose often 9.22 µM), for the others: at the highest dose activation, actives largely listed as activators; 320,000 compounds, 2.4% hits; AID 485313, 2010;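 further: % of control where 0% means no effect; nearly all actives have a fitted effect of over 60% in size; reporter is driven by a mutant NPC1 promoter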
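Cells: Huh7 expressing luciferase under the NPC1 promoter, 1500/well. Seeded 2 h, compound added, incubated 24 h at 37 °C. Luciferase reagent, 10 min ambient, then luminescence.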
p53 reactivation = qHTS assay for re-activators of p53 using a Luc reporter; Potency, µM (doses to about 92.2 µM), for the others: top-dose activity change, positive = activation, usual class: activators; H1299 p53-A138V BP100-luciferase reporter, luminescence, 24 h; AID 504706, 2011; 320,000 compounds, 0.063% hits; further: % of control where 0% means no effect; nearly all actives have a fitted effect of over 45% in size
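p53-null H1299 cells stably carrying temperature-sensitive p53-A138V and a BP100-luciferase reporter were pinned with compounds (4-point, 1:5 series) and held 24 hrs at 37 deg C. Luminescence was read 10 min after detection reagent.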
uPA surface inh = qHTS for Inhibitors of Cell Surface uPA Generation; cell surface uPA generation assay, qHTS; Potency, µM (top dose mostly 38.3 µM), for inactives: at the highest dose activity change, negative = inhibition, actives largely listed as inhibitors; 330,000 compounds, 0.31% hits; active means well fitted inhibition curve with a large enough effect; inconclusive means small, poorly fitted or top-dose-only effect; inactive means no such curve, though single readings can be large or run the other way; tested in mouse RAW 264.7 cells; further: on the % scale 0 is the no-effect control and ±100 the full control effect; nearly all actives have a fitted effect of over 55% in size
RORgamma inh = qHTS for inhibitors of ROR gamma transcriptional activity. Nuclear receptor ROR-gamma (Mus musculus), P51450. 310,000 compounds, 5.4% hits. Potency, µM (top dose mostly 53.6 µM), for the others: at the highest dose activity change, negative = inhibition, usual class: inhibitors. Drosophila S2 Gal4-RORgamma UAS-luciferase reporter, 20 h; further: on the % scale 0 is the no-effect control and ±100 the full control effect; nearly all actives have a fitted effect of over 60% in size
Target sequence (P51450 whole entry, looked up, the tested form may be a part): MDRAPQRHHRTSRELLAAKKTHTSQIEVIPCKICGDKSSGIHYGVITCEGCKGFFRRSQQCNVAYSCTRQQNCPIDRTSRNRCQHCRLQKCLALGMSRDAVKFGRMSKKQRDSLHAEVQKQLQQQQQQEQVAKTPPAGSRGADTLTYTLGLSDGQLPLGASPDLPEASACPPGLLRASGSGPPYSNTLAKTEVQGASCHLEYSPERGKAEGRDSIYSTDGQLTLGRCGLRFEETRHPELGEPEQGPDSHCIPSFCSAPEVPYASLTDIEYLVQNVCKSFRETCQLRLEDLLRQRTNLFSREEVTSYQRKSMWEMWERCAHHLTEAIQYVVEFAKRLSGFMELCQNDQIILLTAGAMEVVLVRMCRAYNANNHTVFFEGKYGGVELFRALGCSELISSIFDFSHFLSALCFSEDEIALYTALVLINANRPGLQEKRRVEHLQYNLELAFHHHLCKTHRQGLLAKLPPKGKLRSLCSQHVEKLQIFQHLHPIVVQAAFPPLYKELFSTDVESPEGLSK
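Drosophila Schneider cells stably carrying a metallothionein-driven Gal4 DBD–ROR gamma fusion and a UAS-Photinus luciferase reporter were exposed to compound for 1 hr, then induced with copper sulfate (700 uM final) for 20 hr at ambient temperature before luminescence reading.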
Starred values were filed as active, the others as inactive; ? = inconclusive; · = not tested or not shown; & = joins results of further samples; [ ] = dose if it differs, or a comment. Unless noted, the call rests on the fitted dose curve; in most records, active means well fitted curve in the direction sought with a large enough effect; inconclusive means small, poorly fitted or top-dose-only effect, or another doubt; inactive means no such curve, though single readings can be large; an effect the other way counts as inactive or inconclusive. Potency means the concentration at half of the fitted maximal effect.

SMILES	ELG1 genotox	FLuc modulator	Rab9 prom act	Gal4-VP16 FLuc	MBNL1-CUG inh	BRCA1 expr act	NPC1 promoter act	p53 reactivation	uPA surface inh	RORgamma inh
Cc1cc(C)cc(OCC(=O)NCc2nc(-c3ccccc3)no2)c1	0%	4%	-8%	?	-1%	3%	-5%	0%	5%	-18%
O=C(c1ccco1)N1CCN(Cc2c(F)cccc2Cl)CC1	?	?	?	·	-2%	?	?	·	11%	·
O=C(O)CCCCCN1C(=O)CCC1=O	-6%	1%	4%	-1%	-3%	-7%	-6%	1%	2%	-15%[10 µM]
Cc1ccc2nc(-c3ccc(N4C(=N)SC5CS(=O)(=O)CC54)cc3)sc2c1 (stereo not given)	?	8.5µM*	2.8µM*	?	36%[activator]	8.9µM*	?	?	3%	?
O=C(OCC(=O)N1CCCC1=O)c1cccc(S(=O)(=O)N2CCOCC2)c1	-6%	3%	2%	-9%	-2%	5%	8%	0%	1%	1%
Cc1ccc(/C=N/NC(=O)c2sccc2OCc2ccc(F)cc2)cc1	?	1.3µM*	-12%	-23%	-12%	-5%	-21%	1%	-15%	14%
O=C(NC1(C(F)(F)F)NC(=O)N(Cc2ccccc2)C1=O)c1cccnc1 (stereo not given)	-13%	1%	-1%	-8%	-1%	-17%	-4%	2%	7%	-14%
Cc1ccc(CSc2nc3ccncc3n2CC(=O)Nc2cc(C)cc(C)c2)cc1	?	1.5µM*	?	?	?	73%	28%	15%	?	?
COc1ccccc1CN(C)CC(=O)Nc1ccccc1-c1ccccc1	-6%	-5%	0%	5%	-2%	-29%	-4%	-1%	5%	2%
CCOc1ccc(NC(=O)CN2C(=O)CCSc3ccc(S(=O)(=O)N4CCCC4)cc32)cc1	3%	-1%&-3%	-7%	1%	2%	-11%	-5%	-2%	5%	-8%
CCc1ccc(C2CC(=O)NC(SCC(=O)OC(C)C)=C2C#N)cc1 (stereo not given)	9%	2%	2%	16%	4%	3%	17%	5%	-6%	?
Cc1cc(C(=O)Cn2cnc3ccccc3c2=O)c(C)n1C1CC1	5.2µM*	-15%	?	·	·	84%	?	10%	-2%	·
Cc1nn2c(NCCN(C)C)c3c(nc2c1-c1ccccc1)CCC3	1%	-6%	-5%	0.79µM*	5%	-53%	-9%	-7%	-17%	0.14µM*
COc1ccccc1NC(=S)NC(NC(=O)CC(C)C)C(Cl)(Cl)Cl (stereo not given)	-3%	0%	0%	5%	0%	3%	-2%	5%	-7%	11%
COc1cc(NC(=O)c2ccccc2Cl)ccc1NC(=O)c1ccco1	?	11µM*	2.8µM*	3%	4%	-85%[inhibitor]	2.5µM*	22%	3%	35%
COc1cccc(NC(=S)N2CCn3cccc3C2c2cccnc2)c1 (stereo not given)	1%	-8%	-13%	2%	0%	1%	7%	-6%	-9%	-11%
CC1CCCCN1S(=O)(=O)c1ccc(S(=O)(=O)NCCc2ccncc2)cc1 (stereo not given)	-3%	0%	2%	15%	-7%	-17%	-2%	5%	-1%	?
O=C(CSc1nnc(-c2n[nH]c3ccccc23)n1-c1ccccc1)Nc1cccc(Cl)c1	-2%	-1%	-3%	-17%	25%	-41%	1%	1%	3%	2%
O=C(COc1ccccc1)NC(=S)Nc1cccc(NC(=O)c2ccccc2Cl)c1	1%	-13%	-6%	-15%	-1%	3%	-1%	7%	-7%	?
COc1ccc(S(=O)(=O)NN=C2CCCCC2)cc1	-1%	0%	1%	-1%	-5%	10%	-1%	-5%	·	-3%
CCCCc1cc2c(c(NC(C)=O)n1)c(=O)oc1ccccc12	2%	-2%	1%	0%	-7%	·	1%	6%	·	-8%
Cc1cccc2c1NC(=O)C2=Nc1ccc(Cl)cc1	3%	4%	0%	-2%	?	-25%	3%	·	-4%	18%[1.91 µM]
COc1cc(OC)cc(C(=O)NCCCNC(=O)c2ccccn2)c1	3%	3%	1%	-13%	-8%	-22%	-1%	-11%	16%	25%
O=C(NNC(=O)c1cccc(-n2cccc2)c1)c1ccc(F)cc1	13%	-3%	-5%	·	·	34%	-2%	3%	4%	·
Cc1ccc2nc(NCc3ccco3)c(C=NCc3ccco3)c(=O)n2c1	8%	-23%	24%	-6%	?	6%	6%	?	6%	33%
CCCC[C@]12Cc3cc(C#N)ccc3C(O1)c1c(cc(C)n(Cc3ccccc3)c1=O)O2	·	5%[11.5 µM]	-5%[1.84 µM]	-6%[10 µM]	27%[11.5 µM]	·	-8%[1.84 µM]	·	·	-8%[10 µM]
COc1cccc(/C=N/NC(=O)c2ccc(COc3ccc(Cl)cc3Cl)o2)c1	2%	?	-1%	?	11%	-12%	1%	-4%	-4%	?
CCOC(=O)c1nn(-c2ccc(Cl)cc2)c2nnc(Cc3ccccc3)c(=O)n12	1%	-8%	-6%	?	-34%	-20%	-4%	-2%	6%	21%
O=C1c2ccccc2C(=O)N1CCC#Cc1ccc2cc(CCCO)oc(=O)c2c1	2%	·	·	·	·	-22%	·	1%	5%	·
COc1ccc(NC(=O)c2nc(SC)ncc2Cl)cc1	1%	-2%	7%	-11%	5%	-48%	3%	-7%	0%	5%

Two neighbouring entries out of the list so far:
SMILES	ELG1 genotox	FLuc modulator	Rab9 prom act	Gal4-VP16 FLuc	MBNL1-CUG inh	BRCA1 expr act	NPC1 promoter act	p53 reactivation	uPA surface inh	RORgamma inh
CCCCc1cc2c(c(NC(C)=O)n1)c(=O)oc1ccccc12	2%	-2%	1%	0%	-7%	·	1%	6%	·	-8%
Cc1cccc2c1NC(=O)C2=Nc1ccc(Cl)cc1	3%	4%	0%	-2%	?	-25%	3%	·	-4%	18%[1.91 µM]

Remaining list, next part
SMILES	ELG1 genotox	FLuc modulator	Rab9 prom act	Gal4-VP16 FLuc	MBNL1-CUG inh	BRCA1 expr act	NPC1 promoter act	p53 reactivation	uPA surface inh	RORgamma inh
O=C(NC1CCCCC1)C(c1ccc(F)cc1)N(C(=O)Cc1ccsc1)c1ccc(F)cc1 (stereo not given)	1%	4%	-2%	-14%	2%	6%	-4%	0%	2%	7%
COc1ccc2[nH]cc(CCNS(=O)(=O)c3ccc(C)cc3)c2c1	-5%	2%	-8%	3%	-7%	0%	-1%	-6%	-8%	5%
CC1=C(C#N)C(Nc2cccc(C)n2)(C(F)(F)F)C(=O)N1 (stereo not given)	-4%	-3%	6%	-6%	-8%	0%	1%	3%	2%	13%
O=C(N/N=C\c1ccc(OCC(=O)N2CCCC2)cc1)C(=O)Nc1ccccc1F	2%	-3%	-1%	4%	?	-1%	0%	2%	0%	6%
CCOC(=O)C1=C(COC(=O)C2CC(=O)N(c3ccccc3F)C2)NC(=O)NC1C (stereo not given)	-4%	0%	-4%	·	·	1%	9%	2%	1%	·
COC(=O)c1ccc2c(=O)n(CC3CCCO3)c(SCC(=O)Nc3ccccc3Cl)nc2c1 (stereo not given)	?	?	?	4%	-9%	-2%	7%	-1%	-3%	?
COc1cccc(CNC(=O)CNC(=O)N2CC(=O)Nc3ccccc32)c1	1%	0%	-2%	6%	-6%	-19%	-3%	16%	-2%	-13%
CSc1cccc(CN2CCC(CCC(=O)NC3CC3)CC2)c1	0%	5%	-2%	-3%	1%	0%	0%	·	-8%	-10%
CC(=O)N1CCN(Cc2nc3cc(NC(=O)c4cccs4)ccc3n2C)CC1	0%	-5%	3%	-3%	-7%	-2%	2%	-9%	-1%	4%
CC1(C)Cc2c(cnn2-c2ccccc2)C(NC(=O)CCc2ccncc2)C1 (stereo not given)	0%	-2%	-1%	-7%	2%	-25%	-1%	-3%	2%	25%
COc1c(Br)cc(Br)cc1/C=C1/C(=O)N=C(N)N1C	0%	-7%	-2%	3%	24%	3%	-5%	-4%	-8%	1%
Cc1cc(S(=O)(=O)Nc2ccc(C(=O)N3CC(C)OC(C)C3)cc2)ccc1F (stereo not given)	-5%	-9%	-1%	·	·	33%	2%	-3%	2%	·

Rewritten in markdown: three of the compounds above
| compound | ELG1 genotox | FLuc modulator | Rab9 prom act | Gal4-VP16 FLuc | MBNL1-CUG inh | BRCA1 expr act | NPC1 promoter act | p53 reactivation | uPA surface inh | RORgamma inh |
| --- | --- | --- | --- | --- | --- | --- | --- | --- | --- | --- |
| COc1ccc2[nH]cc(CCNS(=O)(=O)c3ccc(C)cc3)c2c1 | -5% | 2% | -8% | 3% | -7% | 0% | -1% | -6% | -8% | 5% |
| CC1=C(C#N)C(Nc2cccc(C)n2)(C(F)(F)F)C(=O)N1 (stereo not given) | -4% | -3% | 6% | -6% | -8% | 0% | 1% | 3% | 2% | 13% |
| O=C(N/N=C\c1ccc(OCC(=O)N2CCCC2)cc1)C(=O)Nc1ccccc1F | 2% | -3% | -1% | 4% | ? | -1% | 0% | 2% | 0% | 6% |

Screening data deposited in PubChem by National Center for Advancing Translational Sciences (NCATS).
